Screening data from PubChem BioAssay.
FBW7 activator = FBW7 E3 ligase activators, primary screen, biochemical, AlphaScreen, human | AlphaScreen FBW7–phospho-cyclin E peptide binding, activator screen | normalized activity (activation), % at 26.1 µM | 650,000 compounds, 0.13% hits | AID 1259310, 2017; in the data active means normalized activity above about 1.9%;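 further: purified mutant Fbw7 with reduced substrate affinity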
Target sequence (Q969H0 whole entry, looked up): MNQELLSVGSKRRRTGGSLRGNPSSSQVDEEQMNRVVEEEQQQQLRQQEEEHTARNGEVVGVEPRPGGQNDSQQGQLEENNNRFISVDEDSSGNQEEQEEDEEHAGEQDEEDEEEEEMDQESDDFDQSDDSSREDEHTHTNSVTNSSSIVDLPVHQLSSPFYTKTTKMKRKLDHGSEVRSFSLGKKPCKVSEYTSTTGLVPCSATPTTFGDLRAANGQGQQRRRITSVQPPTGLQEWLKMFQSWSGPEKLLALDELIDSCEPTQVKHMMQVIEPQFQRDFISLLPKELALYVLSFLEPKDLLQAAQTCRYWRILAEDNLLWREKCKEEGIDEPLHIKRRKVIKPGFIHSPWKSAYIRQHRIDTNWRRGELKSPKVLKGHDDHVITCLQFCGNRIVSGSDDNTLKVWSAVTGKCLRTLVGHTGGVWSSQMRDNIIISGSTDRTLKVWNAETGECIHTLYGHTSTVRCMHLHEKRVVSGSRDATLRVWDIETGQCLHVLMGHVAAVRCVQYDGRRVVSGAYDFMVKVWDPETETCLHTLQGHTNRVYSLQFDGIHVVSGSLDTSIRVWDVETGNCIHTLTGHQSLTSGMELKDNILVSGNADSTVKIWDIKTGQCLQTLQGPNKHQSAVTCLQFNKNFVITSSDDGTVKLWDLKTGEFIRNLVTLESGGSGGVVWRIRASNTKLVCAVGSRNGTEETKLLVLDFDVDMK
TEAD-YAP block = TEAD-YAP interaction inhibition, primary screen, TEAD-YAP interaction inhibitor project, luminescence, HEK-TIYL cells; TEAD-Gal4/YAP UAS-luciferase luminescence; inhibition, % at 9.12 µM; 640,000 compounds, 1.4% hits; in the data active means inhibition above about 32%;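 further: 0% = median of test compound wells and 100% = reference inhibitor wells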
GPR151 activ = activators of human GPR151, primary screen, cell-based, PathHunter beta-arrestin, luminescence | G-protein coupled receptor 151 (Homo sapiens), Q8TDV0 | PathHunter beta-arrestin GPR151 cells | activation, % at 11.2 µM | 650,000 compounds, 1% hits; in the data active means activation above about 4.9%;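 further: 0% = median of compound wells and 100% = cells with positive control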
Target sequence (Q8TDV0 whole entry, looked up): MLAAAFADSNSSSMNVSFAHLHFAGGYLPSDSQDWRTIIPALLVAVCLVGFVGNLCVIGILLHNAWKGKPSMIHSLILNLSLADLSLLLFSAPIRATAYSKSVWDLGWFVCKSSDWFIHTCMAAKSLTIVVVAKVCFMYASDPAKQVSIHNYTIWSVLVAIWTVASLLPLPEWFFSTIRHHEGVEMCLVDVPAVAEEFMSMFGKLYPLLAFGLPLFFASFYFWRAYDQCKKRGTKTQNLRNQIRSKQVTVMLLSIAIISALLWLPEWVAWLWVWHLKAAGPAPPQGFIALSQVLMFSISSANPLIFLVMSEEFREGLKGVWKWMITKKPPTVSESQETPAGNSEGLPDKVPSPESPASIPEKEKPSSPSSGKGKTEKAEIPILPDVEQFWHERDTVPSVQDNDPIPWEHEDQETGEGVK
MITF primary = MITF inhibitors, primary screen, biochemical, AlphaScreen, human; Microphthalmia-associated transcription factor (Homo sapiens), O75030; AlphaScreen MITF homodimerization, bead proximity signal; inhibition, % at 2.6 µM; 650,000 compounds, 0.91% hits; in the data active means inhibition above about 50%;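 further: 0% = vehicle wells with protein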
* = called active by the depositor; . = not tested or not shown.

SMILES	FBW7 activator	TEAD-YAP block	GPR151 activ	MITF primary
Cc1cc2nc(SCC#N)[nH]c2cc1C	0.3	-16	-0.2	4
COc1cc(Nc2cncc(-c3cccc(O)c3)n2)cc(OC)c1OC	-0.1	4	0.6	1
CCOc1ccc(C(=O)NC(=S)NC2CCCC2)cc1[N+](=O)[O-]	0.0	-15	1.2	9
C#CCCCO/N=C1/[C@H]2CCn3c(=O)n(-c4ccccc4)c(=O)n3[C@H]2[C@H](O)[C@@H]2O[C@H]12	0.1	.	4.2	23
Cc1ccccc1CSCC(=O)Nc1cccc(F)c1	-0.3	-29	-1.2	0
Cc1nc(C)n(CC(=O)NCC2CCC3(CCN(Cc4ccccc4C)CC3)O2)n1 (stereo not drawn)	-0.1	-2	1.6	15
COc1ccc2c(c1OC)C(=O)OC2NNC(=O)c1ccn[nH]1 (stereo not drawn)	-0.2	-48	-0.9	-1
CC(Cc1cccs1)NC(=O)NCc1cccs1 (stereo not drawn)	0.3	-10	-1.7	8
Cc1ccc(SCC(=O)c2sc3ncnn3c2C)cc1	-0.1	4	-0.3	6
Cc1ccc(C)c(OCc2nnc(SCC(=O)NC(=O)NCc3ccccc3)o2)c1	0.0	-9	-0.2	-10
CSCC(=O)N1CCC(C(Cc2ccccc2F)N(C)Cc2cn(C)nc2C)CC1 (stereo not drawn)	0.2	11	-0.5	8
COC(=O)c1ccc(NC(=O)CC2(CC(=O)O)CCCC2)cc1	-0.1	-14	-0.3	-6
COc1ccc(CCNC(=O)C(=O)NCc2ccc(C)cc2)cc1	0.2	0	4.4	3
Cc1noc(C)c1S(=O)(=O)N(CC(=O)N1CCCC1)c1ccc(C(C)C)cc1	-0.3	4	-1.3	9
COC(=O)c1ccccc1NC(=O)CSc1nc2ccsc2c(=O)n1Cc1ccccc1F	0.0	-4	-0.3	3
CNc1oc(-c2ccc(OC)cc2)nc1S(=O)(=O)c1ccccc1	0.1	5	-0.6	11
O=C1c2ccccc2C(=O)N1c1ncc(Cc2cccc(C(F)(F)F)c2)s1	0.0	15	-0.3	4
COC(=O)/C(C#N)=C/c1c(Oc2cc(C)ccc2C(C)C)nc2ccccn2c1=O	0.0	-5	-0.4	-9
O=C(CCS(=O)(=O)c1cccc2nonc12)NCc1ccc2c(c1)OCO2	0.1	4	-1.1	11
Cc1cccc(-c2noc(COc3ccc(Br)cc3Cl)n2)c1	0.1	-12	0.2	4
CCOC(=O)c1cc2c(=O)n3ccccc3nc2n(C2CCCCC2)c1=NC(=O)c1ccccc1C	-0.1	-7	0.8	-1
COc1ccc(C(=O)N2CCc3cc(OC)c(OC)cc3C2COc2cccc(C(F)(F)F)c2)cc1OC (stereo not drawn)	-0.1	-1	-0.1	-17
Cc1cc2nc3s/c(=C\c4ccc(N5CCOCC5)c([N+](=O)[O-])c4)c(=O)n3c2cc1C	0.0	10	2.2	-4
O=C(C(c1ccccc1)c1ccccc1)N1CCN(Cc2ccc3c(c2)OCO3)CC1	-0.4	1	2.3	1
CN(C)c1ccc(/C=C2\N=C(c3cccc(I)c3)OC2=O)cc1	0.0	-1	0.2	-11
Next part.
SMILES	FBW7 activator	TEAD-YAP block	GPR151 activ	MITF primary
c1cc(CNc2ccc3c(c2)OCO3)ccn1	0.0	-6	-0.9	12
COc1cc(OC)c(NC(=O)CC(C)=O)cc1Cl	-0.1	2	1.3	-11
CCN1CCN(c2nc3ccc(C(=O)c4ccccc4)cc3n3cnnc23)CC1	0.0	8	0.0	-16
CCCC(=O)CC(c1ccccc1)C1C(=O)c2ccccc2C1=O (stereo not drawn)	-0.2	-1	-1.5	7
O=C(NC1CCCCC1)c1nn2c(C(F)(F)F)cc(-c3cccs3)nc2c1Br	-0.1	10	-1.1	9
Cc1ccc(-n2c(C)cc(/C=C3\NC(=O)NC3=O)c2C)cc1	0.1	2	3.3	14
COc1cccc(C(=O)N2c3ccccc3NC(=O)CC2C)c1 (stereo not drawn)	0.2	9	-1.2	7
Nc1nc(SCC(=O)Nc2ccc3c(c2)OCO3)n[nH]1	0.0	0	-0.8	-6
COc1ccc(C(NC(=O)C(C)(C)C)NC(=O)C(C)(C)C)cc1	0.0	3	-0.5	5
NC1CCCN(c2cc(NCc3ccccc3)ncn2)C1 (stereo not drawn)	-0.2	-2	1.3	-5
CCN1CCN(C(=O)Nc2cccc(C(F)(F)F)c2)CC1	-0.1	4	0.8	-1
O=C(Nc1ccc(F)cc1)c1nc2c(nnn2Cc2cccc3ccccc23)c(=O)[nH]1	0.1	2	2.1	-6
COc1ccccc1-c1ccc(NCC(C)(C)C)nc1	0.5	-55	-1.0	11
COc1cccc2c1OC1(C=C2)Oc2ccccc2C(=O)N1C (stereo not drawn)	0.4	-12	-0.1	15
Cc1onc(-c2c(Cl)cccc2Cl)c1NC1C(=O)N2C1SC(C)(C)C2C(=O)O (stereo not drawn)	-0.2	-15	0.7	-4
c1cc(Nc2nc3ncnc(Nc4ccc(N5CCOCC5)cc4)c3[nH]2)ccn1	-0.3	43*	-2.1	15
CCOc1ccc(/C=C2\C(=O)ON=C2c2ccccc2)cc1	0.1	-5	-0.1	6
COC(=O)c1c(C)oc2ccc(OC(=O)c3ccc(Cl)cc3)cc12	0.9	10	-1.1	12
Cc1c(C)n(C(=O)CSc2ccc(Cl)cc2)c2ccccc12	-0.1	3	0.0	-17
CN(C)c1ccc(NC(=S)Nc2ccc3nccnc3c2)cc1	0.3	-27	0.9	33
CC1=C(C(=O)OC(C)C)C(c2ccc(C(F)(F)F)cc2)NC(=O)N1 (stereo not drawn)	0.7	-4	0.5	13
CC1(C)OCC([N+](=O)[O-])(/[N+]([O-])=N/S(=O)(=O)c2ccccc2)CO1	0.2	0	1.2	18
CCOC(=O)c1c(C)oc2ccc(N(C(=O)c3ccccc3)S(=O)(=O)c3ccc4ccccc4c3)cc12	-0.2	-26	2.2	3
O=C(CSc1nnc(-c2ccco2)o1)c1ccc[nH]1	-0.1	-37	2.0	-9
COC(=O)c1c[nH]n2c(=O)c(Cc3ccc(C)cc3)c(C)nc12	0.3	8	-0.6	13

Profiles, quoted from the list.
Nc1nc(SCC(=O)Nc2ccc3c(c2)OCO3)n[nH]1 in the list: FBW7 activator = 0.0; TEAD-YAP block = 0; GPR151 activ = -0.8; MITF primary = -6
Cc1c(C)n(C(=O)CSc2ccc(Cl)cc2)c2ccccc12 in the list: FBW7 activator = -0.1; TEAD-YAP block = 3; GPR151 activ = 0.0; MITF primary = -17
COc1cc(OC)c(NC(=O)CC(C)=O)cc1Cl in the list: FBW7 activator = -0.1; TEAD-YAP block = 2; GPR151 activ = 1.3; MITF primary = -11

Carrying on:
SMILES	FBW7 activator	TEAD-YAP block	GPR151 activ	MITF primary
COc1ccc(C(=O)CC(=O)Nc2ccc(NC(=O)COc3ccc(C(C)(C)C)cc3)cc2)cc1	-0.2	-2	0.7	-3
COC(=O)c1cnn2c1NCN(Cc1ccc3c(c1)OCO3)C2	0.1	5	0.2	8
CC(=O)Nc1ccc(NC2CCCCC2NS(=O)(=O)c2ccc(Cl)cc2)cc1 (stereo not drawn)	0.2	-20	-0.7	-5
CC1CCCN(C(=O)/C=C/c2ccc(F)cc2)C1 (stereo not drawn)	0.1	-64	-1.6	-5
CC1CCN(CCCN2C(=O)C3C(C(=O)Nc4cc(Cl)cc(Cl)c4)C4C=CC3(O4)C2C(=O)NC2CCCCC2)CC1 (stereo not drawn)	0.1	6	1.2	-14
S=C1NC(c2ccccc2)=CC(c2ccc(Br)cc2)N1 (stereo not drawn)	-0.1	-1	-1.1	2
Cc1nc(C)c(-c2nnc(-c3cccc(S(=O)(=O)N(C)C)c3)o2)cc1C(=O)NN	0.2	11	-1.1	10
CCC1CCCCN1C(=O)CSc1n[nH]c(C)c1[N+](=O)[O-] (stereo not drawn)	-0.1	-7	-8.5	-3
COc1ccc(C2C(C(=O)N(C)C3CCCCC3)c3ccccc3C(=O)N2Cc2ccc(F)cc2)cc1 (stereo not drawn)	0.3	6	-1.9	23
Cc1cccc(-n2c(=O)[nH]c3c(C(N)=O)nc(-c4sccc4C)nc32)c1	0.0	1	1.2	-1
COc1cccc2cc(C(=O)NC3CC(C)(C)NC(C)(C)C3)c(=O)oc12	0.3	9	-1.1	5
O=S1(=O)N=C(Nc2ccc(Cl)cc2)c2ccccc21	-0.1	-14	-0.7	-5
CC1(c2ccccc2)CC(C)(C)N(C(=O)CSC2=NCCS2)c2ccccc21 (stereo not drawn)	-0.1	7	-0.6	23
COc1ccc(OC)c(C(=O)N2CCC(c3nc4ccccc4[nH]3)CC2)c1	0.1	3	0.1	-14
Cn1c(SCC(N)=O)nc2c(oc3ccccc32)c1=O	-0.1	0	4.0	-4
COc1ccc(C(=O)N2CCN(c3cccc(Cl)c3)CC2)cc1	0.7	-6	-1.6	5
CN1CCN(C(=S)SCC(=O)Nc2nc(=O)c3ccccc3s2)CC1	0.0	5	-0.3	16
CC(C)(C)C1CCc2nc3ccccc3c(C(=O)OCC(N)=O)c2C1 (stereo not drawn)	-0.2	0	-1.2	-7
COCC(=O)Nc1cnn(-c2cccc(C(=O)NCCCSC)c2)c1	-0.2	-11	-0.7	-12
CCCCc1nc2cc(NC(=O)NCC)c(C)nc2n1Cc1cccc(OC)c1	0.1	-20	0.8	1
CCOC(=O)C1=C(C)Nc2ncnn2C1c1c(F)cccc1Cl (stereo not drawn)	0.1	9	-0.8	2
COc1cccc2cc(-c3csc(NC(=O)CCC(=O)NCc4ccc5c(c4)OCO5)n3)c(=O)oc12	-0.2	-20	1.6	1
O=C(CCC1CCCC1)N1CCN(S(=O)(=O)c2ccccc2[N+](=O)[O-])CC1	0.1	1	-0.8	-11
c1cc(-n2cnc(N3CCOCC3)n2)ccc1Nc1ncc2ccc(-c3cnoc3)cc2n1	0.3	3	2.0	3
CCOc1ccc2nc(NC(=O)/C=C/c3ccc([N+](=O)[O-])cc3)sc2c1	-0.2	6	0.5	-9

An excerpt from above, limited to MITF primary, TEAD-YAP block and FBW7 activator:
canonical_smiles	MITF primary	TEAD-YAP block	FBW7 activator
COc1ccc(C(=O)CC(=O)Nc2ccc(NC(=O)COc3ccc(C(C)(C)C)cc3)cc2)cc1	-3	-2	-0.2
COC(=O)c1cnn2c1NCN(Cc1ccc3c(c1)OCO3)C2	8	5	0.1
CC(=O)Nc1ccc(NC2CCCCC2NS(=O)(=O)c2ccc(Cl)cc2)cc1 (stereo not drawn)	-5	-20	0.2

Continuation.
SMILES	FBW7 activator	TEAD-YAP block	GPR151 activ	MITF primary
Cc1nc2c(-c3ccccc3)c(C)nn2c(C)c1CCC(=O)NCCN1CCCC1	-0.1	9	0.0	1
COc1cccc(CN2CCNC(=O)C2CC(=O)NCCSC)c1 (stereo not drawn)	0.2	-5	-1.3	18
CCCOC(=O)c1[nH]c2c(c1C)C(=O)CC(C)(C)C2	0.3	-13	0.5	13
C(=Nc1ccc(N2CCOCC2)cc1)c1ccccc1	-1.0	65*	-0.3	14
Cc1occc1C(=O)N(C)C(Cc1ccccc1)C1CCN(C(=O)[C@@H]2CCC(=O)N2)CC1 (stereo partly drawn)	0.0	-2	0.2	15
CCOC(=O)c1c(C)nc2c(c1-c1ccccc1)/C(=N/O)CC(C)(C)C2	0.5	-4	-0.3	13
COc1ccc(-c2csc(Nc3ccc(NC(C)=O)cc3)n2)cc1	-0.1	-69	1.1	1
CCOc1ccc(C(=O)N[C@H](C(=O)N2CCN(c3ncccn3)CC2)C(C)C)cc1	0.1	-3	2.6	4
CN(Cc1ccccc1)C(=O)CN1C(=O)C2C3C=CC(C3)C2C1=O (stereo not drawn)	-0.1	3	1.9	8
COc1cc([N+](=O)[O-])ccc1NC(=O)c1cc(-c2ccncc2)nc2ccc(C)cc12	0.1	2	4.9	7
CC1=C(C(=O)Nc2cccc(Cl)c2)C(c2ccccc2F)NC(=S)N1 (stereo not drawn)	-0.3	0	0.3	1
CC(C)n1c(NCCCN2CCCC2=O)nc2c(NCCCN3CCCC3=O)ncnc21	0.1	-2	-1.9	12
CCOC(=O)c1c(NC(=O)c2ccc(Cl)c([N+](=O)[O-])c2)sc(C(=O)Nc2ccc(OC)cc2)c1C	0.0	0	0.7	6
O=C(CN1CCCC1)Nc1ccccc1Br	-0.2	5	-0.3	15
COc1ccnc(Cn2nc3c(C)cc4c(C)cc(C)cc4n3c2=O)c1OC	-0.1	0	0.1	4
CC(=O)Nc1ccc(NC(=O)CC(C)c2ccccc2)cc1 (stereo not drawn)	0.1	-2	0.5	5
COc1ccc(C(=O)C2CCN(Cc3nnnn3C3CCCC3)CC2)cc1	0.6	4	1.9	-8
O=C(NC1CC1)c1ccc2nc(Nc3cccnc3)sc2c1	-0.1	-13	-1.5	-3
CC(=O)N1CCC(N(C(=O)Nc2cc(Cl)ccc2Cl)C(C)C)CC1	0.2	-6	1.0	18
CC1=C(C(=O)Nc2ccc(Br)cn2)C(c2ccc(Br)cc2)C2=C(CCCC2=O)N1 (stereo not drawn)	0.1	13	0.0	-3
Cc1ccccc1NC(=O)c1cc2ccccc2oc1=O	0.0	-9	-1.4	13
CCOc1ccccc1N(CC)C(=O)C(=O)Nc1ccc2nc3n(c(=O)c2c1)CCCCC3	-0.1	2	0.9	-2

Part of the list above in order of SMILES length, low to high.
SMILES	FBW7 activator	TEAD-YAP block	GPR151 activ	MITF primary
C(=Nc1ccc(N2CCOCC2)cc1)c1ccccc1	-1.0	65*	-0.3	14
COc1ccc(-c2csc(Nc3ccc(NC(C)=O)cc3)n2)cc1	-0.1	-69	1.1	1
CC(C)n1c(NCCCN2CCCC2=O)nc2c(NCCCN3CCCC3=O)ncnc21	0.1	-2	-1.9	12

Compounds as they come. About 3.4% of those tested had a hit in this group.
